Bioassay records (PubChem)
MmCpn inh = inhibitors of Methanococcus maripaludis chaperonin (MmCpn) | purified Mm-Cpn ATPase, ADP Transcreener TR-FRET | Potency, µM (series often up to 76.9 µM), without a hit: at the highest dose activity, negative = inhibition, usual class: inhibitors | 0.031% of 330,000 active | AID 504842; also: potency is read from the fitted curve at half-maximal effect; % is scaled to controls: 0 for no effect and ±100 for the full control effect; nearly all actives have a fitted effect of over 80% in size
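25 nM Mm-CPN + cpd, 10 min 37°C; + 10 uM ATP, 30 min 37°C; buffer 30 mM Tris pH 7.4, 100 mM KCl, 5 mM MgCl2, 1 mM DTT; Transcreener ADP HTRF detection 30 min RT.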
A549 tox = A549 cytotoxicity, counter-screen for Nrf2 inhibitors. AID 504648. A549 ARE-Fluc cells, CellTiter-Fluor viability, 18-24 h. Potency, µM (series often up to 46 µM), without a hit: at the top dose activity change, negative = cytotoxicity, usual class: inhibitors. 0.16% of 390,000 active; also: potency is read from the fitted curve at half-maximal effect; % is scaled to controls: 0 for no effect and ±100 for the full control effect
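A549 ARE-Fluc cells in 5% FBS OPTI-MEM, 5000 cells/well, rested 2 h then exposed to compounds in concentration-response for 18-24 h at 37 °C. Viability by CellTiter-Fluor fluorescence (Ex 405/Em 525) after 30 min; luciferase luminescence (BugLite, 15 min, RT) read afterwards.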
Nrf2 activator = activators of Nrf2 (ARE) signaling. 0.31% of 410,000 active. AID 624171. AREc32 ARE-luciferase reporter (MCF7-derived line), luminescence, 24 h. Potency, µM (titrated, usually from 46.1 µM), for the others: at the top dose activation, usual class: activators; also: potency is read from the fitted curve at half-maximal effect; % of control where 0% means no effect; nearly all actives have a fitted effect of over 65% in size
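Nrf2 activation is followed as ARE-luciferase induction in the AREc32 line after one day of compound treatment; luminescence is read with Steady-Glo.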
EPAC2 agonist = agonists of human EPAC2 (RAPGEF4); EPAC2 activation, biochemical qHTS; response scale: 100% = 6.5 mM cAMP response; Q8WZA2; 0.079% of 360,000 active; Potency, µM (titrated, usually from 154 µM), without a hit: top-dose activation, most hits filed as activators; AID 720711; also: potency is read from the fitted curve at half-maximal effect; nearly all actives have a fitted effect of over 50% in size
Target sequence (Q8WZA2 whole entry, looked up): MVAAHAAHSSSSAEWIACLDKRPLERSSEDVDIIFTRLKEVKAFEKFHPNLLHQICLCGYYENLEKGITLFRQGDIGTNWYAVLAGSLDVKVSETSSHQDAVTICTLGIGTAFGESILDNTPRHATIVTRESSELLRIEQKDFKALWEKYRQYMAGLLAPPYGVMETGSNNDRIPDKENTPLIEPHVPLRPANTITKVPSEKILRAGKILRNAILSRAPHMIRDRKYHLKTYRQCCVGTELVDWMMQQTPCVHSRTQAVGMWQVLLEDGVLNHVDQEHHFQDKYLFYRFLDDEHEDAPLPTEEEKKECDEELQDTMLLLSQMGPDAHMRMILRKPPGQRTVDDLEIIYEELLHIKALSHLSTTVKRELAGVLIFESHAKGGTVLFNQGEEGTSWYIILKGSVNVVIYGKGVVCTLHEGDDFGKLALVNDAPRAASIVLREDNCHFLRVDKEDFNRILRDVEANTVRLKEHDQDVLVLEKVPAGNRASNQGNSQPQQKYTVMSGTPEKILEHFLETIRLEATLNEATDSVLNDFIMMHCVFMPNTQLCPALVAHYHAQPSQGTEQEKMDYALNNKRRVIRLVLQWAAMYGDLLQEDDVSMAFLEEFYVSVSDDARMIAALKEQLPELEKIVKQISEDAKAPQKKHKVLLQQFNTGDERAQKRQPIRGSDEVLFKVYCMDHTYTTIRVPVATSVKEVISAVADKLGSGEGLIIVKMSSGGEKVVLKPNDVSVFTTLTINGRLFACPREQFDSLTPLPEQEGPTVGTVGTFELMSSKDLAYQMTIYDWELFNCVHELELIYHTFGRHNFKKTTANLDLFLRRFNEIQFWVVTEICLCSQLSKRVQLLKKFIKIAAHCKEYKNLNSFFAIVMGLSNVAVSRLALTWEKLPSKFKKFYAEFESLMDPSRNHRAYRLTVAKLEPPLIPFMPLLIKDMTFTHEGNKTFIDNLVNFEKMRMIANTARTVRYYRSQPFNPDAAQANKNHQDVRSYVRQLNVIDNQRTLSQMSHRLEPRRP
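Readout is BODIPY fluorescence (480 nm excitation, 540 nm emission), which falls as labeled GDP is exchanged off Rap1B. EPAC2 at 100 nM acted on 250 nM RAP1B-BODIPY-GDP with 50 uM GDP present.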
CCT chaperon mod = cytosolic chaperonin activity modulation. purified chaperonin ATPase assay, HTRF ADP detection, 30 min. activity change, % (concentration not given with the values), hits read low. 0.3% of 360,000 active. AID 651819; in the data active = activity change below about -30%; also: % is scaled to controls: 0 for no effect and ±100 for the full control effect
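Nucleotide hydrolysis assay: TRiC at 20–40 nM final (set by batch activity) with 10 uM ATP, 30 min at 37 °C, in presence of 76 uM compound. Detection by competitive ADP HTRF, 30 min ambient.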
Akt phos inh = inhibitors of Akt phosphorylation; Neuro2A IGF-stimulated pAkt S473 HTRF, 20 min; hits give low values; activity change, % for hits at 50 µM; 0.32% of 360,000 active; AID 651550; in the data active = activity change below about -80%; inconclusive = mostly about -51% to -80%; also: % is scaled to controls: 0 for no effect and ±100 for the full control effect
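Single-point screen (50 µM final compound) in Neuro2A cells stimulated 20 min with 6 nM IGF at 37 deg C. After lysis, Ser473-phosphorylated Akt read by HTRF (ex 330 nm, em 615/665 nm) as the 665/615 ratio.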
TGFb SMAD3 inh = blocks TGF-b signaling | HepG2 CAGA-GFP TGF-b/SMAD3 reporter, GFP fluorescence, 18 h; TGF-beta stimulated, 500 pg/mL final | Potency, µM (top dose mostly 46.1 µM), without a hit: at the top dose activity, negative = inhibition, usual class: inhibitors | 1.2% of 410,000 active | AID 588855; also: potency is read from the fitted curve at half-maximal effect; % is scaled to controls: 0 for no effect and ±100 for the full control effect; nearly all actives have a fitted effect of over 65% in size
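HEPG2 CAGA-GFP, 1000 cells/well; 2 h settle, 37 C; cpd via pin tool; TGF-b 500 pg/mL final; 18 h, 37 C; GFP imaging ex488/em500-530; %Activity normalised to -TGF-b and +DMSO controls; CRC fit, curve class.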
EPAC2 antag = blocks human EPAC2 exchange factor; EPAC2 GEF exchange of Rap1B-BODIPY-GDP, fluorescence; Potency, µM (titrated, usually from 114 µM), for the others: at the top dose activity, negative = inhibition, hits mostly inhibitors; 0.18% of 360,000 active; Q8WZA2; also: potency is read from the fitted curve at half-maximal effect; % is scaled to controls: 0 for no effect and ±100 for the full control effect; nearly all actives have a fitted effect of over 45% in size; many of its hits are not listed in these tables
Nrf2 inh = blocks Nrf2 signaling. AID 504444. Potency, µM (top dose mostly 46 µM), inactives show top-dose activity change, negative = inhibition, usual class: inhibitors. 2.1% of 360,000 active. A549 ARE-Fluc reporter, luciferase luminescence, 18-24 h; also: potency is read from the fitted curve at half-maximal effect; % is scaled to controls: 0 for no effect and ±100 for the full control effect; nearly all actives have a fitted effect of over 60% in size
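Two sequential reads on A549 ARE_Fluc cells exposed to compound for 18-24 h: a CellTiter-Fluor fluorescence read for viability, then a luciferase luminescence read for Nrf2/ARE activity.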
Active calls of the source: *; i = inactive; ? = inconclusive; . = no result given; [ ] = another dose, or the depositor's remark. Unless noted, calls follow the shape of the dose curve; as a rule, active = well fitted curve in the direction sought with a large enough effect; inconclusive = small, poorly fitted or top-dose-only effect, or another doubt; inactive = no such curve, though single readings can be large; an effect the other way counts as inactive or inconclusive. A portion of the library (hit frequency here may not be typical).

Structure	TGFb SMAD3 inh	Nrf2 activator	Akt phos inh	Nrf2 inh	EPAC2 agonist	MmCpn inh	CCT chaperon mod	EPAC2 antag	A549 tox
COc1ccc(C(CNC(=O)c2cccc(S(=O)(=O)Nc3ccc(F)cc3)c2)N(C)C)cc1 (configuration not stated)	0.8%	2.8%	i	24.2%	-2.6%	-0.1%	-0.6	-0.2%	-6.8%
CCOC(=O)c1sc(=NC(=O)c2ccco2)n(C)c1C	-18.4%	?	i	?	-2.0%	-2.1%	-0.2	-8.3%	1.2%
CNC[C@H](O)c1ccc(O)c(O)c1	-4.3%	0.3%	i	8.1%	0.2%	-4.1%	-2.1	-10.3%	-7.2%
CCCC(=O)N1CCC1(C)C(=O)Nc1ccc2nccnc2c1 (configuration not stated)	-6.4%	-0.5%	i	.	15.9%	.	0.1	0.6%	.
COc1cc(C(=O)NCc2cc3cc(Cl)ccc3n2C)cc(OC)c1OC	?	2.8%	i	-34.4%	0.3%	-13.5%	-1.3	-0.9%	-9.1%
COC(=O)c1[nH]c2c(c1C(=O)OC)CCc1ccccc1-2	0.6%	11.5%	i	-23.9%	-0.3%	-1.5%	-0.8	-11.3%	-9.4%
O=C(NCc1cc(Br)cc(Br)c1OC(=O)c1ccccc1[N+](=O)[O-])c1ccccc1	?	0.0%	i	-1.3%	1.2%	-2.0%	-1.0	10.0%	-9.5%
CCOC(=O)NC(=S)Nc1c(C)n(C)n(-c2ccccc2)c1=O	?	-0.8%	i	12.2%	-4.0%	1.0%	-2.1	2.5%	-0.1%
CCOc1ccc(NC(=O)c2ccc(C#CC(C)(C)O)cc2)cc1	-2.9%	-0.7%	i	9.9%	2.3%	0.4%	-2.1	3.3%	17.0%
N#Cc1c(Nc2ccccc2)c(C=NCCN2CCOCC2)c[nH]c1=O	8.2%	-0.4%	i	.	8.4%	1.5%	-0.9	2.6%	9.7%
O=C1CC(NS(=O)(=O)c2ccc([N+](=O)[O-])cc2)CN1c1ccc2c(c1)OCCO2 (configuration not stated)	-4.3%	0.3%	i	-9.3%	2.2%	1.1%	-3.1	-5.6%	0.0%
CC(C)COc1ccc(C(=O)NCC2(N3CCN(C)CC3)CCCCC2)cc1	?	4.5%	.	17.7%	.	.	.	.	-24.1%
CCCCN1C(=O)/C(=C/C=C2\Oc3ccccc3N2CC)SC1=S	80.9%[activator]	-0.4%	i	-9.7%	31.6µM*	-2.8%	-2.3	30.0%	?
CCOC(=O)[C@]12CCCC=C1N(Cc1cccc3ccccc13)C(=O)[C@H](CC(=O)NCc1cccc(C(F)(F)F)c1)C2	.	0.0%	i	.	6.2%	.	0.2	-9.8%	.
O=C(NCC(=O)N(CC1CCCO1)C(C(=O)NC1CCCC1)c1ccc(F)cc1)c1ccco1 (configuration not stated)	-11.3%	0.2%	i	-7.8%	-4.5%	0.0%	-2.5	4.0%	-0.2%
CN(C)c1ccc(CNc2ccc3c(c2)ncn3C(C)(C)C)cc1	0.0%	2.3%	i	-18.4%	6.8%	-1.7%	-1.4	-16.6%	-13.5%
CN1CCN(CP(=O)(N2CCOCC2)N2CCOCC2)CC1	-0.3%	-1.5%	i	2.4%	-2.1%	0.1%	0.5	4.6%	5.3%
O=C(NCc1ccc2c(c1)OCO2)C1CCN(c2ncccn2)CC1	-22.5%	0.0%	i	-10.5%	1.6%	-0.8%	1.4	23.5%	-16.0%
Cc1ccccc1NC(=O)COC(=O)c1c[nH]c(=O)[nH]c1=O	-0.7%	-0.1%	i	27.1%	-6.9%	0.8%	1.4	-0.3%	-2.0%
COc1cc(CN(C(=O)c2ccc(C)cc2)c2ccccn2)cc(OC)c1OC	-23.1%	0.8%	.	-28.9%	.	.	.	.	0.0%
CCCCCSc1nc2c(c(=O)[nH]c(=O)n2C)n1CC	0.6%	0.0%	i	-9.5%	-2.9%	.	1.6	-2.5%	0.3%
Cn1cnc([N+](=O)[O-])c1Oc1cccc2ccccc12	?	-1.0%	i	-10.2%	-5.8%	-15.7%	1.3	16.2%	-6.6%
CCCCn1nnnc1C1(C)CCC(=O)N1CC(F)(F)F (configuration not stated)	.	0.0%	i	.	0.5%	.	1.3	3.0%	.
CCNC(=O)C1CCCN(C(=O)c2c(-c3ccccc3)noc2C)CC1 (configuration not stated)	1.5%	0.5%	i	.	5.0%	.	1.9	0.1%	.
CCCCN(C(=O)c1cc(-c2ccco2)nc2ccccc12)c1c(N)n(CCCC)c(=O)[nH]c1=O	6.6%	?	i	-0.2%	-4.2%	-0.6%	-1.1	50.4%[activator]	-2.1%
CC(=O)N1/C(=C/c2ccc(N(C)C)cc2)C(=O)c2ccccc21	15.0%	?	i	10.7%	-5.7%	-0.7%	-0.8	7.2%	9.4%
CCN1c2ccccc2-c2nc(SCC(=O)NCc3ccc(C)cc3)ncc2S1(=O)=O	10.4%	-1.0%	.	-7.5%	.	.	.	.	12.0%
Cc1ccc2c(c1)N(C(=O)CCC(=O)NCCCN1CCN(C)CC1)CCO2	-1.5%	0.1%	i	12.7%	-5.9%	-1.9%	0.8	-1.0%	0.9%
COc1cc(F)ccc1-c1csc(C(NC(C)=O)c2ccccc2)n1 (configuration not stated)	6.9%	5.1%	i	.	-2.3%	.	-1.0	5.5%	.
CCCC[n+]1ccn(-c2nc3c([N+](=O)[O-])cccc3n2C)c1	1.1%	0.2%	i	-6.2%	1.7%	-5.4%	-7.0	5.3%	-9.4%
NCCCC[C@@H](C(=O)N1CCNCC1)n1cc([C@@H](N)CO)nn1	?	-1.0%	i	18.5%	5.5%	.	1.6	21.2%	-4.1%
Cc1nc(NC(=O)C2CC2)sc1C(=O)Nc1cccc(Cl)c1	7.9%	1.9%[9.22 µM]	i	-10.6%	-5.7%	-4.1%	0.7	-7.0%	-8.6%
COc1ccc(CCNC(=O)c2cc3c(-c4ccc(OC)c(OC)c4)nn(C)c3s2)cc1OC	5.6%	4.3%	.	?	.	.	.	.	-11.5%
O=C(NC1CCN(C(=O)c2ccccc2Br)CC1)c1ccccc1	0.0%	2.7%	i	5.1%	1.3%	0.2%	-0.4	12.9%	-7.6%
Cc1ccc(C(=O)n2nnc3ccccc32)cc1[N+](=O)[O-]	-6.2%	-0.9%	i	15.5%	7.2%	0.3%	0.4	-2.0%	9.4%
O=C(CN1C(=O)/C(=C\c2cccc(F)c2)Oc2ccccc21)N1CCN(c2ccccn2)CC1	-3.6%	-0.8%	i	8.8%	-11.8%	-1.1%	-0.2	16.6%	4.7%
Cc1ccc(NC(=S)N2CC(C)OC(C)C2)cc1C (configuration not stated)	0.0%	-0.3%	i	0.4%	-0.6%	-4.2%	0.3	2.7%	-0.4%
CN(Cc1ccccc1)C(=O)c1ccc(Cl)c([N+](=O)[O-])c1	-10.6%	3.0%	i	9.9%	6.7%	0.7%	-2.4	-3.2%	-5.9%
NC(=O)C1CCN(CC(=O)NCc2ccccc2)CC1	6.4%	0.2%	i	-25.5%	2.8%	-0.8%	-1.5	3.2%	-9.4%
CC12CN3CC(C)(CN(C1)C3c1ccc([N+](=O)[O-])o1)C2 (configuration not stated)	-5.9%	7.8%	i	-5.8%	9.3%	0.6%	-0.9	4.6%	-1.7%
Cc1cc(NC(=O)C2CC(=O)N(c3ccccc3C)C2)no1 (configuration not stated)	16.1%	-0.8%	i	3.9%	-2.1%	-0.4%	-0.8	-0.6%	0.3%
COc1ccc(CNC(=O)c2cc(C3CC3)nc3c2cnn3C(C)C)cc1OC	-0.7%	0.0%	i	1.7%	-7.8%	1.7%	1.0	-6.1%	2.9%
O=C(NC1CCCCCC1)c1cccnc1Sc1ccccc1	?	0.2%	i	-9.9%	7.2%	2.9%	-2.7	-5.0%	17.0%
COc1ccc(N/C=C(\C#N)c2nc3ccccc3n2C)c(OC)c1	?	4.2%	i	5.9%	6.6%	-1.3%	2.5	2.9%	.
O=C1Nc2cc3c(cc2C1=O)sc1ccccc13	9.5%	?	i	-15.5%	9.4%	-1.0%	-1.2	3.5%	2.8%
COc1cccc(NC(=O)CN(C)C(=O)CCc2nc3sc4c(c3c(=O)[nH]2)CCCC4)c1	7.9%	8.1%	i	2.6%	-11.2%	-2.9%	-1.0	-1.0%	0.3%
COCCCNCCCOc1ccc(C)cc1Br	-9.6%	2.1%	i	10.7%	2.0%	0.8%	-3.9	7.4%	-2.3%
COc1ccc(C2CC(=O)c3c(C)nc(N4CCN(Cc5ccccc5)CC4)nc3C2)cc1OC (configuration not stated)	?	0.0%	i	18.4µM*	13.3%	-4.1%	-0.7	-9.5%	.
O=[N+]([O-])c1cccc(-c2nc(-c3ccccc3)no2)c1	-2.5%	3.98µM*	i	?	8.3%	1.2%	0.0	0.2%	14.8%
CCCCCn1c(=O)[nH]c2cc(C(=O)N3CCN(c4ccc(F)cc4)CC3)ccc2c1=O	-21.0%	-0.1%	i	?	-0.5%	.	1.4	-0.2%	-6.6%
COc1ccc(C(=O)N(Cc2ccccc2)c2cccc(C)c2)cc1S(=O)(=O)N1CCOCC1	-17.4%	-0.5%	i	?	3.2%	-14.9%	0.4	-1.4%	?
CCC(C)C(NC(=O)c1ccccc1NC(=O)c1ccc(OC)cc1)C(=O)NCc1ccco1 (configuration not stated)	-13.5%	-0.2%	i	-18.3%	-23.4%	-1.6%	0.9	6.0%	-12.3%
